Screening data from PubChem.
TRPC4 potent: allosterically enhances the mouse TRPC4 cation channel. B-score at 10 µM. Q9QUQ5. 0.42% of 310,000 active. HEK293 TRPC4beta/mu-opioid, DAMGO EC20, Fluo-4 Ca2+ flux; stronger effect = higher value;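 active = B-score of calcium response area above 5 SD of library B-scores, with initial fluorescence ratio within 5 SD of library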;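 note: B-score of integrated fluorescence ratio over time as area under calcium response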
Target sequence (Q9QUQ5 whole entry, looked up): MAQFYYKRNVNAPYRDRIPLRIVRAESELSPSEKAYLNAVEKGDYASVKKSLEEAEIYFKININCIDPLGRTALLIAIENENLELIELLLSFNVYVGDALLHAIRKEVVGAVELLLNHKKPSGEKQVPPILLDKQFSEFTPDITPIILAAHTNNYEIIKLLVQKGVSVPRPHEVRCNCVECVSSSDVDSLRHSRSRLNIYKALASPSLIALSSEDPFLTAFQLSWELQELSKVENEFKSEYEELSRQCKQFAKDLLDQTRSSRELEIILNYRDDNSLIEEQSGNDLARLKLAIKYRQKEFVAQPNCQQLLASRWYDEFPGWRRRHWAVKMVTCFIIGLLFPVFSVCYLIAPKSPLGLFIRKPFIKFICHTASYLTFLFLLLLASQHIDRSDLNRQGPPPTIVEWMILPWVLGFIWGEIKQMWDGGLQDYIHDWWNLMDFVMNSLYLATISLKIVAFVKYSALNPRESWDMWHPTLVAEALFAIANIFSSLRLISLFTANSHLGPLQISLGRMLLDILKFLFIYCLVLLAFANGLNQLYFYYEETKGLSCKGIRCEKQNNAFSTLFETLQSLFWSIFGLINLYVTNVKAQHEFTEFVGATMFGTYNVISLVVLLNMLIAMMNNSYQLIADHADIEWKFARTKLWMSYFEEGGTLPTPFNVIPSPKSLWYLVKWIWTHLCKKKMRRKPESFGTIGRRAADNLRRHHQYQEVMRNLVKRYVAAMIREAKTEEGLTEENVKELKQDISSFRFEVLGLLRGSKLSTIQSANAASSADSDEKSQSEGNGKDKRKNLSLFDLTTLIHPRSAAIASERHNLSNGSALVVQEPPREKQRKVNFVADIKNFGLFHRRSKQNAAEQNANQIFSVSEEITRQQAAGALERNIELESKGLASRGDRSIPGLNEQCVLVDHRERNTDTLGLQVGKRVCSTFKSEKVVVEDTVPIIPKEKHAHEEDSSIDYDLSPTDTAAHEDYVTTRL
MrgX1 antag: human MrgX1 receptor antagonism, primary screen | Q96LB2 | MRGX1-HEK293 calcium flux, Fluo-4, BAM8-22 antagonism; stronger effect = lower value | B-score at 10 µM | 1.3% of 310,000 active;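 active = calcium-response B-score plate-corrected more than 3 library SD below zero, starting fluorescence within 5 deviations, no agonist response on first addition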;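 note: peak minus trough fluorescence over baseline after final BAM8-22 challenge near maximal dose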
MrgX1 agonist: agonists of human MrgX1 receptor. MrgX1-HEK293 cells, Fluo-4 calcium fluorescence, agonist mode; stronger effect = higher value. B-score at 10 µM. 0.44% of 310,000 active. AID 588627;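 active = calcium response B-score plate-corrected fluorescence ratio at least 3 library SD, with starting fluorescence B-score inside 5 SD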
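Test system: HEK293 cells stably expressing human MrgX1 receptor; Input: fifteen thousand cells per well; Dosing: compound delivered in addition one of three; Schedule: overnight seeding, then 1 h dark dye loading; Technique: Fluo-4 NW calcium fluorescence; Measure: B-scored fluorescence response ratio; Controls: positive and negative controls per plate.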
TRPC4 block: blocks the mouse TRPC4 cation channel. HEK293 TRPC4beta/mu-opioid, DAMGO-evoked Fluo4 calcium flux; stronger effect = lower value. B-score at 10 µM. 0.39% of 300,000 active. AID 2247;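 active = B-score over 3 SD under the library average, no early fluorescence shift, positive overall ratio signal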
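Material: HEK293 cells with stable TRPC4beta plus mu-opioid receptor expression / Probe or stimulus: DAMGO in two steps, submaximal then maximal / Compound: single concentration per test compound / Technique: kinetic Fluo4 fluorescence imaging of calcium influx / Read-out: per-well B score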
HIF act: HIF pathway transcriptional activation; U2OS HRE-luciferase reporter, luminescence; normalized: DMSO 0%, desferrioxamine 100%; activation, % at 7.5 µM (by protocol); 0.32% of 300,000 active; AID 1910;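 active = mean activation of at least 10% of the iron chelator positive control signal, with at least half of replicates also reaching 10%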
MrgX1 PAM: human MrgX1 positive allosteric modulation, primary screen; Q96LB2; MrgX1-HEK293, Fluo-4 calcium flux, FDSS; stronger effect = higher value; B-score at 10 µM; 0.63% of 310,000 active; AID 588675;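 active = plate-corrected calcium response at least 3 library SD above typical, normal starting fluorescence, not activating the receptor alone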;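 note: compound read alongside a low EC10 to EC30 dose of BAM8-22 agonist; peak minus trough fluorescence over baseline measured at the second addition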
TRPC6 inhibitor: inhibitors of mouse TRPC6 channel; Q61143; HEK293-TRPC6, membrane potential dye, ACh-evoked depolarization; stronger effect = lower value; B-score at 10 µM; 1.1% of 310,000 active; AID 2553;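 active = B-score under library mean minus 3 SD, initial fluorescence not abnormally high, positive integrated signal ratio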;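 note: B-score derived from integrated fluorescence ratio over the kinetic read; more negative B-score means stronger inhibition of depolarization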
PolyA inh: yeast polyadenylation inhibition; AID 1875; 0.02% of 300,000 active; calls only at 12 µM; S. cerevisiae SKY197-pL101 polyadenylation reporter, beta-gal luminescence; efflux-impaired pdr1/pdr3 knockout yeast; score 100 = 6 SD above DMSO;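 active = lowest replicate activity score at least 50, where 100 means six control SD above control mean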;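 note: yeast exposed to compound for 9 h at 30 °C; higher score means more reporter readthrough which indicates perturbed polyadenylation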
TRPC6 act: activators of mouse TRPC6 channel; HEK293-TRPC6 membrane potential dye fluorescence; stronger effect = higher value; 0.13% of 310,000 active; AID 2550; B-score at 10 µM;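 active = B-score of the integrated fluorescence ratio above library mean plus 3 SD, and starting fluorescence ratio within library mean plus 5 SD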;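 note: higher score means more depolarization so channel activation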
TRPC4 agonist: TRPC4 (mouse) channel activation | Q9QUQ5 | HEK293 TRPC4beta/mu-opioid, Fluo4 calcium fluorescence; stronger effect = higher value | B-score at 10 µM | 0.49% of 310,000 active | AID 2237;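 active = B-score above 5 SD of library B-scores, and initial fluorescence ratio not above library mean plus 5 SD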;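 note: positive B-score marks a calcium rise read as TRPC4 activation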
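system = HEK293 cells stably co-expressing mouse TRPC4beta and mu-opioid receptor | schedule = Fluo4 dye loading 45 min at room temperature, 110 s recording | measure = B-scored integrated calcium fluorescence ratio | signal = Fluo4 calcium-sensitive dye fluorescence, kinetic, 1 Hz baseline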
AI-2 QS modul: Vibrio harveyi AI-2 quorum sensing modulation. activity change, % at 7.5 µM. Vibrio harveyi JMH597 AI-2 luminescence/OD600 ratio, 9 h; stronger effect = lower value; strain lacks LuxN and CqsS sensors; 0 = neutral-control median. 0.4% of 300,000 active; in the data active = activity change below about -75%, passing the limit was not always enough;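 note: luminescence divided by OD600 gain over 9 h not by final OD600 alone; inactives centre near 13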
Active calls of the source: *; i = inactive; / = not tested or not shown. These rows are one share of the data; the hit share may differ from the screen's.

SMILES	TRPC4 potent	MrgX1 antag	MrgX1 agonist	TRPC4 block	HIF act	MrgX1 PAM	TRPC6 inhibitor	PolyA inh	TRPC6 act	TRPC4 agonist	AI-2 QS modul
O=C(C1CC(=O)N(c2ccc3c(c2)OCCO3)C1)N1CCCC(C(F)(F)F)C1 (stereo unspecified)	i	i	i	i	-0.3	i	i	i	i	i	7.3
Cc1cc(NC(=O)CCC(=O)N(Cc2ccccc2)C(C(=O)NC2CCCC2)c2ccco2)no1 (stereo unspecified)	i	i	i	i	0.2	i	i	i	i	i	11.6
CCN1C(=O)/C(=C2\SC(=S)N(NC(=O)c3cccnc3)C2=O)c2ccccc21	i	i	i	i	0.9	i	i	i	i	i	13.9
O=C(CSc1nnc(CNC(=O)c2ccco2)o1)Nc1cccc(F)c1	i	i	i	i	-0.6	i	i	i	i	i	1.3
CN(C)S(=O)(=O)c1cccc(NC(=O)c2ccc(Sc3nncn3C)c([N+](=O)[O-])c2)c1	i	i	i	i	-0.1	i	i	i	i	i	13.7
COc1ccc(CCN(C)C2CC(=O)N(c3ccccc3)C2=O)cc1OC (stereo unspecified)	i	i	i	i	-0.1	i	i	i	i	i	7.1
Cc1ccc(OCCC(=O)OCC(=O)NC(=O)NC2CCCCC2)cc1	i	i	i	i	-0.3	i	i	i	i	i	7.4
Cc1cccc(C(=O)NCc2nnc(SCC(=O)N3CCN(c4ccccc4)CC3)n2C)c1	i	i	i	i	0.0	i	i	i	i	i	1.5
Cc1c(F)cccc1NS(=O)(=O)c1ccc2c(c1)c(C)cc(=O)n2C	i	i	i	i	1.3	i	-6.85*	i	i	i	-2.8
O=C(Nc1cccc(S(=O)(=O)c2cccc(NC(=O)c3ccco3)c2)c1)c1ccco1	i	i	i	i	0.2	i	i	/	i	i	39.6
C=CCn1c(SCC(N)=O)nnc1-c1cnccn1	i	i	i	i	-0.7	i	i	i	i	i	8.1
COCCn1c(Cc2cccn2C)nnc1SCC(=O)Nc1nccs1	i	i	i	i	0.9	i	i	i	i	i	12.8
COC(=O)c1c(-c2ccc(OC)cc2)oc2ccc(-c3ccc(OC)nc3)cc12	i	i	i	i	0.3	i	i	i	i	i	21.3
COc1ccccc1NS(=O)(=O)c1ccc(Cl)cc1	i	i	i	i	0.2	i	i	i	i	i	25.3
CN(C)CCN(Cc1ccco1)S(=O)(=O)c1csc(C(N)=O)c1	i	i	i	i	-0.6	i	i	i	i	i	17.2
COc1ccc(-c2csc(Nc3ccc(O)cc3)n2)cc1	i	i	i	i	2.1	i	i	i	i	i	-7.2
O=C(NCC(=O)N(c1ccc(F)cc1)C(C(=O)NC1CCCC1)c1cccnc1)c1ccco1 (stereo unspecified)	i	i	i	i	0.1	i	i	i	i	i	-1.9
C/C(=N/NC(=O)c1nnn(-c2nonc2N)c1COc1ccccc1)c1ccccc1Cl	i	i	i	i	-0.3	i	i	i	i	i	12.6
O=C(CN(Cc1ccccc1F)S(=O)(=O)c1ccc(Cl)cc1)NCCC1=CCCCC1	i	i	i	i	-0.4	i	i	i	i	i	8.4
COc1cccc(-n2c(C)nnc2SCC#N)c1	i	i	i	i	0.1	i	i	i	i	i	13.2
Cc1ccc(S(=O)(=O)C2CS(=O)(=O)CC2O)cc1 (stereo unspecified)	i	i	i	i	-0.5	i	i	i	i	i	9.6
Cc1nn(-c2ccc(F)cc2)c(Cl)c1/C=C/C(=O)OCC(=O)Nc1c(F)c(F)c(F)c(F)c1F	i	i	i	i	0.4	i	i	i	i	i	24.2
COCCNC(=O)C(c1ccc(C)cc1)N(C(=O)CCC(=O)Nc1ccccn1)c1ccc(C)cc1 (stereo unspecified)	i	i	i	i	-0.3	i	i	i	i	i	7.1
CCOC(=O)c1ccc(NC(=O)C(C)NS(=O)(=O)c2ccc(OC)cc2)cc1 (stereo unspecified)	i	i	i	i	0.5	i	i	i	i	i	14.6
CCc1ccc(N(CC(=O)NCc2ccco2)C(=O)CCC(=O)Nc2nccs2)cc1	i	i	i	i	-0.1	i	i	i	i	i	28.3
Other compounds follow.
SMILES	TRPC4 potent	MrgX1 antag	MrgX1 agonist	TRPC4 block	HIF act	MrgX1 PAM	TRPC6 inhibitor	PolyA inh	TRPC6 act	TRPC4 agonist	AI-2 QS modul
COc1ccc(NC2CCCN(C(=O)CCc3scnc3C)C2)cc1 (stereo unspecified)	i	i	i	i	-0.2	i	i	i	i	i	-1.1
N#Cc1ccc(-c2nc3ccccc3nc2-c2ccccc2)cc1C#N	i	i	i	i	-0.5	i	i	i	i	i	9.7
Cc1nc2sccc2c(=O)n1-c1cccc(Cl)c1	i	i	i	i	0.2	i	i	i	i	i	28.6
COc1ccc2cc(-c3ccccc3)ncc2c1	i	i	i	i	2.8	i	i	i	i	i	20.5
COc1cc(OC)cc(OC(=O)C2CCN(C(=O)c3ccc(F)cc3)CC2)c1	i	i	i	i	-0.6	i	i	i	i	i	9.6
c1cc2nc(C34CC5CC(CC(C5)C3)C4)[nH]c2cn1	i	i	i	i	-0.5	i	i	i	i	i	27.7
CNc1ccccc1C(=O)OCC(=O)N1CCN(c2ccc(OC)cc2)CC1	i	i	i	i	1.1	i	i	i	i	i	19.3
COc1ccc(-c2c(S(=O)(=O)c3ccccc3)cnn2-c2ccccc2)cc1	i	i	i	i	-0.4	i	i	i	i	i	9.4
CCOC(=O)c1ccc(NC(=O)CSc2nnnn2C2CCCCC2)cc1	i	i	i	i	-3.1	i	i	i	i	i	24.3
FCCCOc1ccc(-c2ccnc(-c3ccccc3)n2)cc1	i	i	i	i	0.6	i	i	i	i	i	4.6
O=C(CNCC1CCCO1)NCc1ccco1 (stereo unspecified)	i	i	i	i	-0.4	i	i	i	i	i	20.0
O=C(COc1ccc(S(=O)(=O)Nc2ccccc2)cc1)NCc1cccnc1	i	i	i	i	-0.5	i	i	i	i	i	22.4
O=C(Oc1cccc(N2C(=O)CCC2=O)c1)c1ccccc1	i	i	i	i	0.1	i	i	i	i	i	28.8
O=C(O)c1ccc(Nc2ncnc3scc(-c4ccccc4)c23)cc1	i	i	29.5*	i	-0.1	i	i	i	i	i	25.9
C/C(N)=C(/C#N)C(=O)COC(=O)C(c1ccccc1)c1ccccc1	i	i	i	i	-1.5	i	i	i	i	i	13.5
CCc1ccc(C(=O)NN=C2CCCCCC2)s1	i	i	i	i	0.6	i	i	i	i	i	0.0
NCc1nc(-c2ccc(Cl)cc2)no1	i	i	i	i	0.2	i	i	i	i	i	5.8
Cc1cccc(OCc2nc(-c3ccccn3)n[nH]2)c1	i	i	i	i	0.2	i	i	i	i	i	-27.1
Cc1ccc(-c2nc3cccnc3s2)cc1NS(=O)(=O)c1ccc2c(c1)CCCC2	i	i	i	i	0.5	i	i	i	i	i	37.7
O=C(N/N=C\c1ccc(COc2ccc([N+](=O)[O-])cc2)o1)c1cccc(Cl)c1	i	i	i	i	-50.6	i	i	i	i	i	29.9
COc1ccccc1/C=C\C(=O)NCC(=O)N/N=C/c1ccc(O)cc1O	i	i	i	i	1.1	i	i	i	i	i	-17.6
O=C(Nc1ccc(S(=O)(=O)Nc2ncccn2)cc1)C(F)(F)F	i	i	i	i	-1.8	i	i	i	i	i	/
O=C(O)c1cc(S(=O)(=O)Nc2ccc3c(c2)OCCO3)c(Cl)cc1Cl	i	i	i	i	-1.5	i	i	i	i	i	11.6
Cc1ccc([C@@H]2[C@@H]3C(=O)N(c4ccccc4)C(=O)[C@@H]3[C@]3(C)C(=O)N(Cc4ccccc4)CC(=O)N23)o1	i	i	i	i	-0.3	i	i	i	i	i	-0.2
CCCC(=O)NC1=C(C#N)C2(CCCC2)Cc2ccccc21	i	i	i	/	-0.1	i	i	i	i	i	25.4
(further entries)
SMILES	TRPC4 potent	MrgX1 antag	MrgX1 agonist	TRPC4 block	HIF act	MrgX1 PAM	TRPC6 inhibitor	PolyA inh	TRPC6 act	TRPC4 agonist	AI-2 QS modul
COc1cccc(C(=O)Nc2nnc(-c3ccc(F)cc3)o2)c1	i	i	i	i	-0.2	i	i	i	i	i	-88.2*
CN(C(=O)COC(=O)c1ccc(Cl)c(N)c1)c1ccccc1	i	i	i	i	0.3	i	i	i	i	i	5.3
COc1ccc(Cn2nc(C)cc2C)cc1OC	i	i	i	i	-0.4	i	i	i	i	i	17.6
O=C(Nc1ccc(S(=O)(=O)Nc2cnc3ccccc3n2)cc1)c1ccc([N+](=O)[O-])cc1Cl	i	i	i	i	0.3	i	i	i	i	i	13.4
CC(=O)OCC(=O)[C@@]1(OC(C)=O)[C@@H](C)C[C@H]2[C@@H]3C[C@H](F)C4=CC(=O)C=C[C@]4(C)[C@@]3(F)[C@@H](O)C[C@@]21C	i	i	i	i	-1.0	i	i	i	i	i	15.4
Cn1c(N)c(S(=O)(=O)N2CCN(C(=O)c3ccco3)CC2)c(=O)n(C)c1=O	i	i	i	i	-0.1	i	i	i	i	i	10.5
Cc1ccc2c(c1)CCCN2C(=O)c1c(C)noc1C	i	i	i	i	-0.4	i	i	/	i	i	13.5
CCCOC1CCCN(C(=O)CCc2nnc(CCCCc3ccccc3)o2)C1 (stereo unspecified)	i	i	i	i	0.3	i	i	i	i	i	10.7
CCOC(=O)CN(C(=O)CNC(=O)c1ccco1)C(C(=O)NC1CCCC1)c1ccccc1OCC (stereo unspecified)	i	-5.4*	i	i	0.1	i	i	i	i	i	-3.6
Cc1nc2ccccc2c2oc(C(=O)NCc3ccccn3)cc12	i	i	i	i	-0.1	i	i	i	i	i	6.7
CCC1C(=O)N=C(SCC(=O)Nc2ccc(S(N)(=O)=O)cc2)NC1=O (stereo unspecified)	i	i	i	i	-0.5	i	i	i	i	i	14.9
O=S(=O)(c1ccc2ccccc2c1)n1cccn1	i	i	i	i	-0.2	i	i	i	i	i	-41.5
Nc1cccc2c1C(=O)N(C(=O)c1cccc(S(=O)(=O)N3CCCC3)c1)C2=O	i	i	i	i	-0.2	i	i	i	i	i	16.9
Cc1ccc(S(=O)(=O)N2CC=C(C(=O)NCCC(C)C)CC2)cc1	i	i	i	i	-0.1	i	i	i	i	i	25.2
CCN(CC(=O)Nc1ccc(OC)cc1)C(=O)c1cc(S(=O)(=O)N2CCOCC2)ccc1N1CCCC1	i	i	i	i	-2.5	i	i	i	i	i	33.0
Cc1cc(C(=O)Nc2c(F)cc(F)cc2Br)n(-c2ccccc2)n1	i	i	i	i	0.1	i	i	i	i	i	12.3
